Screening data as filed in PubChem.
PG9 binder = binders of HIV-1 gp120 antibody PG9, primary screen, biochemical, TR-FRET; TR-FRET gp120-PG9 antibody binding; inhibition, % at 6.7 µM; actives 0.43% (n = 360,000); AID 624416, 2012; in the data active = inhibition above about 8.5%
GAA850 FXN act = FXN promoter activators, primary screen, cell-based, luciferase luminescence, HEK293 lucGAA850; actives 0.56% (n = 360,000); activation, % at 6 µM; HEK293 lucGAA850 FXN promoter luciferase reporter, 24 h; percent of 10 µM SAHA response;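 active = activation above the average of all compounds screened plus 3 SD, cutoff fixed separately per campaign, cut at about 7.5% in these data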;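 note: 0% = DMSO wells and 100% = 10 µM SAHA wells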
GC-A act = GC-A stimulated cGMP production enhancers – HEK293 GC-A cells, cGMP TR-FRET, EC30 ANP, primary screen; Atrial natriuretic peptide receptor 1 (Homo sapiens), P16066; 0% at EC30 ANP, 100% saturating ANP; activation, % at 10 µM; actives 0.14% (n = 370,000); in the data active = activation above about 40%
ADAM10 inh = human ADAM10 inhibitors, primary screen, biochemical, QFRET, HTS; Disintegrin and metalloproteinase domain-containing protein 10 (Homo sapiens), O14672; inhibition, % at 7 µM; actives 0.62% (n = 370,000); recombinant ADAM10, EDANS/DABCYL FRET peptide cleavage, 3 h; AID 720582, 2013;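 active = inhibition above a per-campaign cutoff equal to the mean of compounds falling between control-based bounds plus 3 SD, cut at about 20% in these data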;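 note: 0% = DMSO wells while the 100% control is not disclosed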
Target sequence (O14672 214-748 limits assumed): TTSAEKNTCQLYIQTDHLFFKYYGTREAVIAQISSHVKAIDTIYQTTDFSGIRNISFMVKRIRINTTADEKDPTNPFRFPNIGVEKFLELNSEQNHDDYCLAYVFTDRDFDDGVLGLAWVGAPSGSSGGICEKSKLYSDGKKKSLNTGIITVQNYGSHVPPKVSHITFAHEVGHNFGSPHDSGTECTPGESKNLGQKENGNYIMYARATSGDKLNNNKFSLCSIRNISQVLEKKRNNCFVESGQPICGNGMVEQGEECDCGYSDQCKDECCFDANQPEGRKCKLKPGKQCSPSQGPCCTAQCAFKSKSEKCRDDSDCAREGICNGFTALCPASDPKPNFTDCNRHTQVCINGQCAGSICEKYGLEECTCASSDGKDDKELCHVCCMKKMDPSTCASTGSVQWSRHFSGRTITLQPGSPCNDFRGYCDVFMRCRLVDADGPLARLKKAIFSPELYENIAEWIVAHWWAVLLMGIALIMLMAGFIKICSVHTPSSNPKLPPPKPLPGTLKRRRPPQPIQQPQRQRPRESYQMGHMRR
hcDAF-12 act = H. contortus DAF-12 nuclear receptor activators, primary screen, cell-based, luminescence, HEK293, lit1-tk-luc reporter | HEK293 hcDAF-12 lit1-tk-luc reporter; 0% DMSO, 100% Δ7-dafachronic acid | activation, % at 6.8 µM | actives 1.4% (n = 370,000) | AID 652067, 2013;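 active = activation above the mean of all tested compounds plus 3 SD, cut at about 5.5% in these data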;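 note: 100% = response to 3 µM Δ7-dafachronic acid high control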
ADAM17 inh = ADAM17 inhibitors, primary screen, biochemical, QFRET; Disintegrin and metalloproteinase domain-containing protein 17 (Homo sapiens), P78536; recombinant ADAM17, EDANS/DABCYL FRET peptide cleavage; inhibition, % at 6.95 µM; actives 0.83% (n = 370,000); AID 720648, 2013;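 active = inhibition above the mean of compounds lying between control limits plus 3 SD, set per campaign, cut at about 8.5% in these data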;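 note: 0% = DMSO-only wells as the low control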
SMARCA2 activ = SMARCA2 (BRM) function activators, primary screen, cell-based, luminescence, high throughput | MG213 cells, MMTV-luciferase reporter, dexamethasone, overnight | activation, % at 9.1 µM | actives 1% (n = 370,000) | AID 652017, 2013; in the data active = activation above about 7.8%;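 note: 0% = vehicle wells and 100% = reference activator wells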
DAX1 inh-1 = DAX1 (NR0B1) inhibitors on StAR promoter, primary screen, cell-based, luminescence, SF-1 (NR5A1), full-length DAX-1 | inhibition, % at 6.8 µM | HEK293T StAR-luciferase reporter, SF-1/DAX-1 repression relief | actives 1.1% (n = 370,000) | AID 652010, 2013;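 active = inhibition above the mean over all tested compounds plus 3 SD, cut at about 3.6% in these data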;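 note: 0% = DAX-1 cells with DMSO and 100% = cells lacking DAX-1 with DMSO; higher inhibition means more luminescence from relief of DAX-1 repression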
DAX1 inh-2 = DAX1 (NR0B1) inhibitors, primary screen, cell-based, HEK293, Gal4-DAX1, luciferase luminescence. inhibition, % at 6.75 µM. AID 504766, 2011. actives 0.99% (n = 340,000). HEK293 Gal4-DAX1 luciferase reporter. Nuclear receptor subfamily 0 group B member 1 (Homo sapiens), P51843;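 active = inhibition above the mean over all tested compounds plus 3 SD, cut at about 4.2% in these data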;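 note: 0% = DAX1-transfected cells with DMSO and 100% = empty-vector control cells with DMSO; inhibition shows as a rise in luminescence from relieved DAX1 repression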
Target sequence (P51843 207-470 limits assumed): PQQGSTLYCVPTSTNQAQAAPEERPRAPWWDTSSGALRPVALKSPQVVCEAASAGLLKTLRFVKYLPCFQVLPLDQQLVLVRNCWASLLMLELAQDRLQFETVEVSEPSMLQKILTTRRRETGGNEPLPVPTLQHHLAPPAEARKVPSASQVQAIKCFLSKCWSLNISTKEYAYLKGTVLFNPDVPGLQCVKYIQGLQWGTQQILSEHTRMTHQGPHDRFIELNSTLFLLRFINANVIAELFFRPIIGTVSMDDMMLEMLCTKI
ssDAF-12 act = S. stercoralis DAF-12 nuclear receptor activators, primary screen, cell-based, luminescence, HEK293, GRIP1 co-expression, lit1-tk-luc; Nuclear hormone receptor DAF-12 (Strongyloides stercoralis); HEK293 ssDAF-12/GRIP1 lit1-tk-luc reporter; % of 3 µM dafachronic acid response; activation, % at 6.8 µM; actives 1% (n = 370,000); AID 652126, 2013;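 active = activation above the mean over all tested compounds plus 3 SD, cut at about 0.9% in these data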;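 note: 0% = DMSO-only wells and 100% = 3 µM delta7-dafachronic acid wells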
hgDAF-12 ag = H. glycines DAF-12 receptor agonists, primary screen, cell-based, luminescence, HEK293, GAL4 fusion, UAS-luciferase | HEK293 GAL4-hgDAF12 UAS-luciferase reporter, agonist luminescence; normalized to butyrate control | actives 1.8% (n = 370,000) | activation, % at 6.8 µM;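 active = activation above a cutoff set at the mean of all screened compounds plus 3 SD, cut at about 10% in these data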;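 note: 0% = DMSO wells and 100% = sodium butyrate wells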
Starred values were filed as active, the others as inactive; x = not tested or not shown.

molecule | PG9 binder | GAA850 FXN act | GC-A act | ADAM10 inh | hcDAF-12 act | ADAM17 inh | SMARCA2 activ | DAX1 inh-1 | DAX1 inh-2 | ssDAF-12 act | hgDAF-12 ag
COc1ccc(/C=N/NC(=O)c2nc(-c3ccccc3)cc(-c3ccccc3)n2)cc1O | -0.9 | -2.1 | -2.0 | 6.0 | -3.6 | 6.1 | -2.0 | -1.7 | -1.9 | -1.0 | -0.1
Cn1c(=O)c2c(ncn2CCc2ccccc2)n(C)c1=O | -0.9 | 3.1 | -3.5 | -7.9 | -0.2 | -2.9 | -1.9 | 0.2 | -1.8 | -1.0 | 5.3
Cc1ccc(/C(O)=C2/C(=O)C(=O)N(CCN3CCOCC3)C2c2cccnc2)cc1 (configuration not stated) | 0.0 | -1.6 | 2.8 | 2.2 | -2.0 | -3.4 | 2.8 | 0.5 | 0.9 | -0.7 | 0.9
O=C(Nc1ccc(N2CCCC2)cc1)c1cc([N+](=O)[O-])ccc1N1CCOCC1 | -9.8 | -7.0 | 0.2 | 2.1 | -0.1 | -2.0 | -1.0 | -0.1 | 0.1 | -0.8 | -1.9
Cc1noc(C)c1NC(=O)N(C)C[C@H]1OCc2cnnn2CCCC(=O)N([C@H](C)CO)C[C@H]1C | 0.1 | x | 2.0 | -0.5 | 0.6 | 3.0 | -2.6 | 0.3 | x | -1.1 | -0.5
O=C(CCNC(=O)OCc1ccccc1)NC1CCCCCC1 | 0.3 | 0.5 | 3.7 | -5.2 | 2.3 | -2.2 | -1.5 | -0.1 | 0.4 | -0.9 | -0.9
COCCCNC(=S)N1CCN(c2nc(-c3ccc(Cl)cc3)cs2)CC1 | -0.5 | -2.0 | -1.6 | 10.3 | -3.1 | 3.3 | -4.1 | -5.6 | -3.0 | -2.1 | -3.0
Cc1ccc(S(=O)(=O)N(C)C[C@@H]2OCc3cnnn3CCCC(=O)N([C@H](C)CO)C[C@@H]2C)cc1 | -0.6 | -0.2 | 3.5 | -4.6 | 0.0 | -2.8 | -1.5 | 0.3 | 0.4 | -0.8 | -2.6
O=[N+]([O-])c1cccc(/C=N/Nc2nc(C(Cl)(Cl)Cl)nc3ccccc23)c1 | -3.4 | 2.0 | 7.8 | 0.5 | 2.1 | 2.1 | -3.0 | -0.2 | 0.5 | 0.4 | -2.1
CCN(c1ccccc1)S(=O)(=O)c1cccc(C(=O)NCCOc2ccccc2OC)c1 | 0.9 | -0.6 | 1.0 | 1.8 | -1.7 | 1.2 | -3.0 | -0.9 | -0.5 | -1.4 | -1.7
CC1CCc2[nH]c3ccc(C(=O)N(C)CC(=O)Nc4ccccc4Cl)cc3c2C1 (configuration not stated) | -1.6 | 1.0 | -1.6 | -10.4 | -1.0 | -7.5 | 2.9 | 2.0 | -0.4 | -1.0 | -1.9
O=C1NC(c2cccs2)Nc2ccccc21 (configuration not stated) | -0.4 | 0.5 | -7.8 | -315.2 | -1.3 | -119.4 | 3.0 | 0.3 | 1.2 | -1.2 | 4.3
Cc1ccc(C(=O)CCC2CCCC2=O)cc1 (configuration not stated) | 0.7 | 2.2 | 9.3 | 3.1 | 3.2 | -3.2 | 7.3 | 1.4 | 0.7 | -1.0 | 7.0
COc1ccc(C(=O)Nc2cccc(S(C)(=O)=O)c2)cc1 | -2.1 | -0.4 | -1.0 | 1.9 | 3.6 | -2.1 | 2.7 | -0.3 | -0.9 | -0.3 | 3.2
Cc1ccccc1OCc1nc(-c2cccnc2)no1 | 0.2 | 4.3 | 9.9 | -2.1 | 0.5 | -3.9 | 1.4 | -1.0 | 0.1 | -1.6 | 5.2
COc1cccc(NC(=O)C2CCN(c3ncccn3)CC2)c1 | -1.8 | 1.5 | -1.9 | -23.9 | -1.3 | -6.5 | 1.2 | -0.2 | 0.1 | -1.9 | -0.4
CC(C)(C)OC(=O)N1CCC(C(=O)NCC2CCCO2)CC1 (configuration not stated) | -0.3 | 2.2 | 8.7 | -7.0 | -0.5 | -1.6 | -4.5 | -0.1 | 2.0 | -0.5 | -2.7
Cc1cc(C)cc(OCCNS(=O)(=O)c2cccs2)c1 | -2.8 | 2.5 | -0.9 | 5.0 | -1.3 | -0.9 | 0.1 | 0.0 | -0.3 | -0.9 | 0.4
CCOC(=O)c1ccc(Oc2nc(NC(C)(C)C)nc(N(C)C)n2)cc1 | -1.5 | -2.8 | 1.0 | 15.1 | -3.0 | 8.2 | -1.9 | -1.2 | -1.1 | -1.7 | -1.6
COc1ccc(Nc2nc3cc(-c4ccccc4C)sc3c(=O)n2C)cc1OC | -0.2 | -2.5 | 0.1 | -81.0 | -2.3 | -16.7 | 0.1 | 0.1 | x | -1.6 | 0.8
O=C(CNC(=O)C1COc2ccccc2O1)N/N=C/c1ccc([N+](=O)[O-])cc1 (configuration not stated) | -0.7 | 0.8 | -4.4 | 0.8 | -0.3 | 0.9 | -3.2 | 0.0 | -1.2 | -0.7 | -2.9
COc1cc(CN2CCNC(=O)C2CC(=O)N(C)Cc2ncc[nH]2)cc(OC)c1 (configuration not stated) | -2.9 | 1.3 | 3.6 | -23.6 | -1.0 | -5.2 | -5.2 | 0.4 | 0.6 | -0.7 | -0.6
COc1ccc(-n2nc([N+](=O)[O-])c(=NCc3ccco3)n2O)cc1 | -2.8 | 4.4 | 0.1 | 0.1 | -0.6 | -1.6 | 2.8 | 1.8 | 0.7 | 0.4 | 5.0
O=C(NCc1ccco1)C1CCCCC1 | -0.5 | 0.6 | 1.9 | -5.8 | 0.4 | -2.4 | 1.6 | -0.3 | 0.0 | -1.7 | -0.4
O=C(Nc1ccccc1C(F)(F)F)c1ccc(CN2CCC(Cc3ccccc3)CC2)cc1 | -0.7 | -1.6 | 1.3 | 4.2 | -1.3 | 4.1 | -2.0 | -0.7 | -0.5 | -1.1 | 0.2
O=C(CCNc1ccccc1)c1cccc([N+](=O)[O-])c1 | 0.4 | -2.8 | -4.5 | 7.6 | -0.7 | -2.2 | 1.3 | 0.2 | 0.5 | -1.3 | -0.9
C/C(=N\N)c1c(-c2ccccc2)c2cc(C)ccc2[nH]c1=O | -1.8 | 2.2 | 0.0 | -5.1 | -1.9 | -0.9 | -3.4 | 0.3 | 3.6 | -1.5 | -1.2
CC(=O)c1c(-c2ccccc2)c2cc([N+](=O)[O-])ccc2[nH]c1=O | -0.7 | -1.6 | -3.4 | -0.3 | -2.5 | 0.4 | -1.7 | -0.7 | -1.0 | -0.9 | -5.0
CC1CCN(c2nc3c(N)ncnc3n2[C@@H]2O[C@H](CO)[C@@H](O)[C@H]2O)CC1 | -1.4 | -1.2 | -0.6 | 0.3 | 0.2 | 0.2 | 0.3 | -0.1 | 0.2 | -1.3 | 1.2
COc1ccc(/C=N/Nc2nc(C)cc(=O)[nH]2)cc1OC | -0.5 | 2.8 | -0.6 | -7.0 | 0.6 | -3.4 | 1.6 | 0.2 | 1.6 | -1.3 | 1.1
O=C(CSc1nc2ccccc2[nH]1)Nc1nc(-c2cccc(Br)c2)cs1 | -1.4 | 2.6 | 39.5 | 49.8* | -2.0 | 22.8* | -3.5 | 1.0 | 1.9 | -1.5 | 3.3
Cc1ccc([C@H]2C[C@H](n3cc(COC(=O)c4ccccc4)nn3)[C@@H](O)CN2Cc2cccs2)cc1 | -0.9 | 1.6 | 0.9 | 24.4* | 1.2 | 11.7* | -1.6 | -0.7 | 0.0 | -0.5 | 1.3
Cc1ccc2nc(-c3ccccc3)cc(C(=O)N3CC(C)OC(C)C3)c2c1 (configuration not stated) | 0.3 | -0.9 | -1.4 | -24.6 | 0.2 | -5.7 | -0.8 | 3.2 | -0.1 | -0.4 | 2.2
CC(C)(C)NC(=S)NNC(=O)c1cccc(Br)c1 | -2.8 | 2.9 | -0.3 | -9.1 | 0.7 | -4.0 | -3.1 | 0.6 | 2.0 | -0.9 | 20.7*
Cc1ccccc1-n1c(Cc2cccs2)n[nH]c1=S | -1.2 | -2.2 | 0.4 | 3.2 | 0.0 | -2.4 | -0.2 | -0.7 | -0.7 | -1.6 | -1.1
Cc1ccc(S(=O)(=O)N2[C@H](CC(=O)c3cccc4ccccc34)OC[C@@H]2C)cc1 | -0.4 | x | -1.6 | 2.3 | -0.6 | 4.9 | 1.6 | -1.2 | x | -1.6 | -2.5
O=C(OCc1nc2ccccc2[nH]1)C12CC3CC(CC(C3)C1)C2 | -0.5 | 1.6 | 1.5 | -2.5 | -1.7 | 1.6 | -1.3 | -0.1 | -0.4 | -1.0 | -1.1
N/C(=N\OC(=O)c1ccc(Cl)cc1[N+](=O)[O-])c1cccnc1 | 0.7 | 4.7 | 15.7 | -1.5 | 7.0* | -0.4 | 5.1 | 1.0 | 1.5 | 0.3 | 8.0
COC(=O)C1=C(NC(=O)COc2ccc(Cl)cc2Cl)CCS1 | -0.2 | 4.6 | -0.9 | 4.6 | -1.4 | -1.5 | 0.6 | 0.0 | -0.4 | -0.9 | 2.4
COC(=O)c1ccc(-c2ccc(/C=N/NC(=O)CC3(C)OCCCO3)o2)cc1 | -3.3 | 3.7 | -3.2 | -215.3 | 2.5 | -54.0 | 7.8* | -0.9 | 2.6 | -0.1 | 7.0
C[C@@H]1CN([C@@H](C)CO)C(=O)CCCn2nncc2CO[C@@H]1CN(C)S(=O)(=O)c1ccc(Cl)cc1 | 2.1 | -2.5 | 0.6 | 5.9 | 0.4 | 0.1 | -3.7 | 0.6 | 0.5 | -0.4 | -0.8
Cc1cc(C)n2nc(C(=O)Nc3c(C)nn(Cc4ccc(F)cc4)c3C)cc2n1 | -2.0 | 2.5 | 0.1 | -31.7 | -2.8 | -14.3 | 1.9 | -0.2 | 1.6 | -1.2 | -2.0
CS(=O)(=O)N(CC(=O)N1CCC(C(N)=O)CC1)c1ccc(Oc2ccccc2)cc1 | -0.1 | -0.8 | 5.9 | 3.3 | -1.3 | -2.1 | -0.3 | -0.8 | -0.1 | -1.0 | -2.4
Cc1sc2ncn(C(C)C(=O)OC3CCCCC3)c(=O)c2c1C (configuration not stated) | 0.3 | 0.3 | -16.0 | -3.2 | -1.8 | -0.6 | 1.5 | 0.4 | -0.7 | -1.0 | -0.2
Cc1c(C)n(Cc2ccc(-c3ccccc3C(=O)O)cc2)c2ccc(C(=O)N[C@@H](C)c3ccc(Br)cc3)cc12 | x | x | -20.6 | 4.6 | 0.4 | -0.3 | -0.3 | -0.9 | x | 0.5 | -0.5
